# Screening results: PubChem, several laboratories
# Jurkat tox 60K = cytotoxicity toward Jurkat T cells, primary screen, cytotoxicity control, cell-based, Jurkat E6.1, 60K MLSMR library; Jurkat E6.1 viability, ATP luminescence, 48 h; inhibition, % at 4 µM; hit rate 1.2% among 56,000; AID 463, 2006;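 active = inhibition above the mean inhibition of all tested compounds plus 3 SD, cut at about 28% in these data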
# S1P1 ag pot = S1P1 agonists and agonism potentiators, primary screen, cell-based, primary and confirmation screens, CRE-bla reporter | S1P1 CRE-bla cells, forskolin, beta-lactamase FRET, potentiator mode; S1P1 agonist co-added at EC20, 2 nM; 100% = saturating reference agonist, 0% = basal | Sphingosine 1-phosphate receptor 1 (Homo sapiens), P21453 | activation, % at 9.5 µM | AID 449, 2006 | hit rate 0.57% among 56,000;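 active = activation above a cutoff set at the mean activation of all tested compounds plus 3 SD, cut at about 54% in these data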;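 note: forskolin at 4 µM as EC80 and the EC20 agonist is SEW2871; 100% = SEW2871 at its EC100 plus forskolin at EC80; some compounds past the cut are filed as inactive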
# HEK293 NFkB inh = inhibitors of PMA/ionomycin-induced NF-kB reporter, primary screen, antigen receptor NF-kB inhibitor project, cell-based, HEK-293 luciferase reporter, luminescence | AID 465, 2006 | HEK-293 NF-kB luciferase reporter | hit rate 0.21% among 62,000 | inhibition, % at 3 µM;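 active = inhibition above the mean of all tested compounds plus 3 SD, cut at about 40% in these data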;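 note: 0% = stimulated DMSO wells and 100% = 10 µM reference inhibitor 5653914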
#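 Material: HEK-293 cells with stable firefly luciferase reporter driven by four HIV NF-kB elements / Also added: PMA plus ionomycin mix as NF-kB-activating stimulus / Compound dosing: 3 µM once, 0.30% DMSO / Times: 1 h pretreatment, 16 h stimulation, 37 °C / Signal: luminescence / Evaluation: per-plate % inhibition versus controls / Benchmarks: DMSO and 10 µM reference inhibitor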
# TNAP act DEA = human TNAP enzyme activators, primary screen, biochemical, luminescent, intermediate phosphate acceptor level; purified TNAP, CDP-star luminescence, 100 mM DEA, 30 min; hits give high values; scale: 0 levamisole-inhibited, 1 vehicle-only enzyme; AID 813, 2007; 64,000 tested, under 10 active; activation factor at 20 µM;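 active = activation factor of at least 2 at 20 µM, relative to controls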
# Target sequence (P05186 whole entry, looked up): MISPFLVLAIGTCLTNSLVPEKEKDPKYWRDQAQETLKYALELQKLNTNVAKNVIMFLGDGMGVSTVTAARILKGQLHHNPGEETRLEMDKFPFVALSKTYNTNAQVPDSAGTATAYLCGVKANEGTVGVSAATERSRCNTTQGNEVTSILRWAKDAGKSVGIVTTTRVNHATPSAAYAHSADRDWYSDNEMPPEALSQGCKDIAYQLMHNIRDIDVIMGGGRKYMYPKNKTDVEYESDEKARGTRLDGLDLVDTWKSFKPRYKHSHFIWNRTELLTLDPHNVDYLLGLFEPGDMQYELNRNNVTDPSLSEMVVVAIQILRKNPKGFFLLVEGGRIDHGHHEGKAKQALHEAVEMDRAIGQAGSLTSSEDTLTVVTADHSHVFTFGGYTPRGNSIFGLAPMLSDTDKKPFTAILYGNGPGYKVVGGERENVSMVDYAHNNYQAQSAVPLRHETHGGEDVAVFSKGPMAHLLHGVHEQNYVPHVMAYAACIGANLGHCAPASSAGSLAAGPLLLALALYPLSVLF
# D1 allo mod = D1 CRE-luciferase signal change, two-sided – cell-based, HEK293 D1, dopamine EC30, D1 allosteric modulator project, primary screen; hit rate 5.9% among 58,000; B-score at 10 µM; dopamine EC30 potentiation; actives deviate in either direction; D(1A) dopamine receptor (Homo sapiens), P21728;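 active = luminescence count or its row- and column-corrected plate score outside the 99.7% band of the plate's sample wells, on either side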
# M1 agonist = M1 muscarinic receptor agonists, primary screen, CHO-M1 cells, Fluo-4 calcium, agonist mode | B-score at 10 µM | Fluo-4 calcium fluorescence; hits give high values | hit rate 3% among 64,000;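 active = fluorescence rise, raw or as B-score row- and column-corrected plate score, outside the 99.7% band of its plate's samples, either direction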
# M1 antagonist = antagonists of rat M1 muscarinic receptor | CHO-M1 cells, Fluo-4 calcium, ACh EC80 antagonist mode; hits give low values | B-score at 10 µM | hit rate 3.4% among 64,000 | AID 628, 2007;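 active = calcium fluorescence response, raw or row-and-column corrected B-score, differing from the plate sample mean either way at a set confidence level, mostly lower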
# Ec RNAP inh = E. coli RNAP inhibitors, biochemical. E. coli RNA polymerase, fluorescence transcription assay. hit rate 0.2% among 62,000. DNA-directed RNA polymerase subunit beta (Escherichia coli (strain K12)), P0A8V2. inhibition, %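 (tested at 10 µM)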; in the data active = inhibition above about 20%;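 note: 0% = enzyme without compound and 100% = no enzyme blank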
# S1P3 agonist = human S1P3 receptor agonists, primary screen, cell-based, primary and confirmation, NFAT-BLA reporter. S1P3 NFAT-BLA reporter cells, agonism, FRET ratio; relative to 1 µM S1P, basal subtracted. activation, % at 4.5 µM. hit rate 0.1% among 60,000. AID 373, 2006;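 active = activation above the screen-wide mean plus 3 SD, cut at about 4.5% in these data, passing the limit was not always enough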; note: some compounds called inactive have numbers as strong as hits
#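 material = human S1P3 NFAT-BLA reporter CHO cells | schedule = 4 h compound at 37 °C, 2 h substrate at RT | measured by = fluorescent BLA substrate, ex 405 nm, em 460/535 nm ratio | controls = 1 µM S1P reference | replication = primary once, confirmation triplicate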
# * marks the source's active call; other numbers are inactive results; . = no result given. Not all compounds are listed; the hit share may differ from the screen's.
# Below each compound – D1 allo mod | Jurkat tox 60K | M1 agonist | HEK293 NFkB inh | M1 antagonist | S1P3 agonist | Ec RNAP inh | S1P1 ag pot | TNAP act DEA
1. CCCC1=C(C(=O)OCC)C2(C(=O)Nc3ccc(C)cc32)C(C#N)=C(N)O1 (stereo unspecified)
  0.85 | 5 | -0.59 | 4 | 0.68 | -1.3 | . | -13 | 1
2. CN1C2CCC1CC(OC(=O)CCN1CCCC1)C2 (stereo unspecified)
  0.59 | -1 | -0.69 | 5 | -1.3 | -0.5 | 7 | . | 0.9
3. O=C(Nc1cccc(OC(=O)N2CCOCC2)c1)N1CCOCC1
  0.69 | -5 | -0.017 | 9 | -0.79 | -0.5 | 9 | -10 | 0.9
4. C=Cn1ccnc1P(=S)(c1ccc(N(C)C)cc1)c1nccn1C=C
  -1.6 | . | -1 | 6 | -0.62 | . | -1 | . | 1
5. C[N+]1(C)CCN(c2ccccc2)CC1
  0.22 | . | -1.4 | . | -0.16 | -1.4 | 8 | 5 | 0.8
6. COc1ccccc1N(CC(=O)NC1CCCCC1)C(=O)c1cnn(C(C)C)c1
  -0.72 | -3 | -0.16 | 9 | 0.15 | 0.0 | 3 | -22 | 0.9
7. CN1C(=O)N(C)C(=O)C2(Cc3cc(N)ccc3N3CCN(c4ccccc4F)CC32)C1=O (stereo unspecified)
  -0.34 | 2 | -0.04 | 14 | -0.29 | -1.3 | 4 | 3 | 0.8
8. Cc1ccc(Cl)cc1N1CCN(CCN)CC1
  -0.72 | -2 | -0.5 | 9 | 0.05 | -0.4 | 0 | -19 | 1
9. C=Cn1ccnc1P(=S)(c1cc(N(CC)CC)ns1)c1nccn1C=C
  -0.051 | . | -0.12 | 10 | -0.11 | . | 4 | . | 0.9
10. COCCOC(=O)C1=C(C)OC(N)=C(C(=O)OC)C12C(=O)Nc1ccccc12 (stereo unspecified)
  -1.5 | 0 | -0.3 | -2 | -0.57 | 0.2 | -7 | -8 | 0.9
11. Cc1ccc(-n2c(O)c(C=NC3CCCC3)c(=O)[nH]c2=O)c(C)c1
  1.3 | 0 | -0.092 | 13 | -0.21 | -0.3 | 9 | -4 | 0.9
12. COc1cccc(-c2nc(CS(=O)CC(=O)N3CCC4(CC3)OCCO4)c(C)o2)c1 (stereo unspecified)
  1.2 | 6 | -1.2 | 21 | 0.37 | -1.3 | 0 | 8 | 1
13. Cc1nc2c(-c3ccc(F)cc3)c(C)nn2c(C)c1CCC(=O)N1CCC2(CC1)OCCO2
  6.1* | 1 | -0.52 | 9 | -0.77 | -0.1 | 1 | 4 | 0.9

# Look-ups from above:
# Under Jurkat tox 60K, cpd 6 shows -3
# Under Jurkat tox 60K, cpd 10 shows 0
# Under TNAP act DEA, cpd 12 shows 1
# Under TNAP act DEA, cpd 1 shows 1
# Under S1P1 ag pot, cpd 7 shows 3
# Under HEK293 NFkB inh, cpd 8 shows 9

# Molecules shown so far with sulfur, in the order listed:
# Below each compound – D1 allo mod | Jurkat tox 60K | M1 agonist | HEK293 NFkB inh | M1 antagonist | S1P3 agonist | Ec RNAP inh | S1P1 ag pot | TNAP act DEA
4. C=Cn1ccnc1P(=S)(c1ccc(N(C)C)cc1)c1nccn1C=C
  -1.6 | . | -1 | 6 | -0.62 | . | -1 | . | 1
9. C=Cn1ccnc1P(=S)(c1cc(N(CC)CC)ns1)c1nccn1C=C
  -0.051 | . | -0.12 | 10 | -0.11 | . | 4 | . | 0.9
12. COc1cccc(-c2nc(CS(=O)CC(=O)N3CCC4(CC3)OCCO4)c(C)o2)c1 (stereo unspecified)
  1.2 | 6 | -1.2 | 21 | 0.37 | -1.3 | 0 | 8 | 1

# Pulled one by one from the entries so far:
# Below each compound – D1 allo mod | Jurkat tox 60K | M1 agonist | HEK293 NFkB inh | M1 antagonist | S1P3 agonist | Ec RNAP inh | S1P1 ag pot | TNAP act DEA
5. C[N+]1(C)CCN(c2ccccc2)CC1
  0.22 | . | -1.4 | . | -0.16 | -1.4 | 8 | 5 | 0.8
1. CCCC1=C(C(=O)OCC)C2(C(=O)Nc3ccc(C)cc32)C(C#N)=C(N)O1 (stereo unspecified)
  0.85 | 5 | -0.59 | 4 | 0.68 | -1.3 | . | -13 | 1
